Mito fusion yeast – qHTS Assay for Small Molecule Inhibitors of Mitochondrial Division or Activators of Mitochondrial Fusion | S. cerevisiae fusion-defective mutant growth rescue, CellTiterGlo 48 h | Potency, µM (titrated, usually from 46.1 µM), without a hit: at the top dose growth rescue (activation), most hits filed as activators | actives 0.23% (n = 320,000);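 also: potency is read from the fitted curve at half-maximal effect; % of control where 0% means no effect; nearly all actives have a fitted effect of over 45% in size; temperature-sensitive fusion mutants such as fzo1-1 at 37 °C on non-fermentable ethanol glycerol medium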
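Read-out: ATP-based luminescence (CellTiterGlo, 10 min ambient) reporting growth of fusion-defective ts yeast after 48 hours at 37C on glycerol/ethanol YPEG medium in the presence of compound.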
hERG WT inh – qHTS for Inhibitors of KCHN2 3.1: Wildtype qHTS. Voltage-gated inwardly rectifying potassium channel KCNH2 (Homo sapiens), Q12809. U2OS, BacMam KCNH2, thallium flux FluxOr; hits give low values. activity change, % at 1.84 µM. actives 0.37% (n = 340,000);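 active = maximum activity change below -70%; inconclusive = maximum activity change between -70% and -50%; inactive = maximum activity change above -50%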; also: % is scaled to controls: 0 for no effect and ±100 for the full control effect
Target sequence (Q12809 whole entry, looked up): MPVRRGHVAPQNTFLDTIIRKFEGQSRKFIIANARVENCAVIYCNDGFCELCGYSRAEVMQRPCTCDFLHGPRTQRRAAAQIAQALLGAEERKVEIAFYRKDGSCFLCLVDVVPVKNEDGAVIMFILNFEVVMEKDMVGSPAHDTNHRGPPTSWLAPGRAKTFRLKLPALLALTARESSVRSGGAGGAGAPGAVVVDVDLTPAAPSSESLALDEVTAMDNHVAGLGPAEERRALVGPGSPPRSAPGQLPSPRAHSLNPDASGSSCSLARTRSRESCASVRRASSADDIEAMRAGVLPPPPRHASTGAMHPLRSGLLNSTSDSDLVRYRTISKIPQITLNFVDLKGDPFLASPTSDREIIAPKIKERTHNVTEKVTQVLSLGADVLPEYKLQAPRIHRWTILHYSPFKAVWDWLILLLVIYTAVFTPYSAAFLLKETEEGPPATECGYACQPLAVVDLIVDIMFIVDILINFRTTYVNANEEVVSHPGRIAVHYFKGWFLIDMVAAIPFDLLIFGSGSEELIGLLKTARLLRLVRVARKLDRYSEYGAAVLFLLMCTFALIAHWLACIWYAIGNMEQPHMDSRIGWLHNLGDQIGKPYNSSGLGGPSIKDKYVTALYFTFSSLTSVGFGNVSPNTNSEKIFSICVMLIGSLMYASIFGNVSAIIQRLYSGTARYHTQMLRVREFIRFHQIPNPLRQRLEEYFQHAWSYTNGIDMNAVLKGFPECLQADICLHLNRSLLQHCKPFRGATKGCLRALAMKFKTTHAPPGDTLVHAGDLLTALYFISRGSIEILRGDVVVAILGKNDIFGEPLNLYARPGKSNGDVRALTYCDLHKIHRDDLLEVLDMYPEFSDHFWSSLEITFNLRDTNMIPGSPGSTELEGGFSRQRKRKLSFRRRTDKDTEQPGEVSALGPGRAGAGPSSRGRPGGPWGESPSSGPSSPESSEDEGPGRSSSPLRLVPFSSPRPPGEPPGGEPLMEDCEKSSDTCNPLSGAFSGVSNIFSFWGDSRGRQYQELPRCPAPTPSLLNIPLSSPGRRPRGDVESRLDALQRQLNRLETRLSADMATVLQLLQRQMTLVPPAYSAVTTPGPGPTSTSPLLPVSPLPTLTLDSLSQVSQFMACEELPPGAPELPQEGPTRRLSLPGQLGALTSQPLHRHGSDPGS
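U2OS cells transduced with wild-type KCNH2 virus are loaded with FluxOr dye for 45 min, and thallium flux is measured in kinetic reads before and after stimulation buffer. Rate constants are normalized to DMSO controls.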
TRPV1 ag – HTS Assay for Compounds that Act as Agonists of the Vanilloid Receptor 1 | activation, % at 8.33 µM | actives 0.19% (n = 320,000) | Transient receptor potential cation channel subfamily V member 1 (Homo sapiens), Q8NER1 | TRPV1-expressing cells, Fluo-8 calcium influx, agonist mode; in the data active = activation above about 80%; inconclusive = between about 30% and that limit; also: 0% is about no effect
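Cells expressing TRPV1 were dye-loaded with Fluo-8 and read kinetically: 10 s baseline, 3 min after compound (agonist portion), then 2 min after EC20 capsaicin (allosteric enhancer portion). Calcium-bound dye fluorescence at 480/520 nm.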
ELG1 DNA repair – qHTS screen for small molecules that inhibit ELG1-dependent DNA repair in human embryonic kidney (HEK293T) cells expressing luciferase-tagged ELG1. HEK293T ELG1-luciferase reporter, luminescence, 16 h; DNA damage induced by 5-fluorouridine. Potency, µM (titrated, usually from 46.1 µM), for the others: at the highest dose activity change, negative = inhibition, most hits filed as inhibitors. actives 2.3% (n = 330,000). AID 504467, 2011; also: potency is read from the fitted curve at half-maximal effect; % is scaled to controls: 0 for no effect and ±100 for the full control effect; nearly all actives have a fitted effect of over 55% in size
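Luminescence from the luciferase reporter, measured 30 min after ONE-Glo reagent at room temperature, was the read-out. Beforehand, 2,000 cells per well were exposed for 16 hr at 37 °C to 5-fluorouridine together with compound or vehicle.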
A-T KAP1 phos – qHTS Assay for Identifying a Potential Treatment of Ataxia-Telangiectasia; Potency, µM (highest dose often 57.5 µM), without a hit: at the top dose activation, hits mostly activators; […] A-T fibroblasts, KAP-1 phosphorylation AlphaLISA; neocarzinostatin DNA damage 30 min before lysis; actives 0.19% (n = 320,000); AID 485349, 2010; also: potency is read from the fitted curve at half-maximal effect; % of control where 0% means no effect; nearly all actives have a fitted effect of over 45% in size
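hTERT-immortalized A-T patient fibroblasts ([…]), 500 cells/well in OPTI-MEM, 1% FBS, got compounds for 60 min, then NCS for 30 min at 37C. Lysates were then assayed for phospho-KAP-1 by AlphaLISA (anti-pKAP1 donor, anti-KAP1 acceptor beads), 6 hr at 25C.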
USP2a block – qHTS Assay for Inhibitors of Ubiquitin-specific Protease USP2a Using CHOP2 as the Reporter; USP2 core, Ub-CHOP2 coupled fluorogenic reporter, 485/531; AID 463254, 2010; Potency, µM (doses to about 38.3 µM), without a hit: at the top dose activity change, negative = inhibition, actives largely listed as inhibitors; actives 0.01% (n = 330,000); Ubiquitin carboxyl-terminal hydrolase 2 (Homo sapiens), O75604;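 also: potency is read from the fitted curve at half-maximal effect; plate controls were DMSO wells for no effect and full inhibition by NEM control for full effect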
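USP2 core (10nM final) preincubated 30min RT with compound in 20mM Tris-HCl pH 8.0, 2mM CaCl2, 2mM beta-mercaptoethanol, 0.05% CHAPS; 25nM Ub-CHOP2 plus 25nM reporter substrate added, fluorescence (Ex485/Em531) read after 60min.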
TCR activator – Activators of T cell receptors: qHTS campaign | 330,000 tested, under 10 active | Potency, µM (series often up to 9.22 µM), for the others: top-dose activation of IL-2 secretion, usual class: activators | primary human leukocytes, anti-CD3, IL-2 HTRF, 48 h; also: % of control where 0% means no effect
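Activity was scored as IL-2 release from primary human leukocytes given only a TCR signal (a-CD3 beads) plus compound for 48 hr. Detection used a two-antibody HTRF format read at 665nm.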
TSHR antag – Antagonists of the Thyroid Stimulating Hormone Receptor: HTS campaign | actives 0.2% (n = 330,000) | activity change, negative = inhibition, % at 11.5 µM | TSHR-expressing cells, TSH-stimulated cAMP HTRF, 2 h; hits give low values | Thyrotropin receptor (Homo sapiens), P16473;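 active = activity change below a set negative limit, meaning inhibition stronger than a set level, cut at about -70% in these data; inconclusive = activity change between two set negative limits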; also: % is scaled to controls: 0 for no effect and ±100 for the full control effect
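Cell-based HTRF cAMP assay; TSHR cells + compound, TSH EC80 (4nM final), 2 h, 37 deg C. Lysis with anti-cAMP cryptate and cAMP-d2, 30 min RT, read 665/620 nm.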
KCNH2 3.1 inh – qHTS for Inhibitors of KCHN2 3.1: Mutant qHTS | Potassium voltage-gated channel subfamily H member 2, brain isoform KCNH2 3.1 (human) | U2OS KCNH2 3.1, thallium flux FluxOr; hits give low values | activity change, % (tested at about 1.8 µM) | actives 0.95% (n = 340,000) | AID 720553, 2013;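 active = maximum activity change below -70%; inconclusive = maximum activity change from -70% to -50%; inactive = maximum activity change above -50%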;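 also: thallium influx rate constant from kinetic fluorescence after stimulation buffer; % is scaled to controls: 0 for no effect and ±100 for the full control effect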
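Measured as rate of thallium-driven FluxOr signal in transduced U2OS cells carrying the 3.1 channel, read kinetically for 2 min upon stimulation; values are rate constants scaled to DMSO control wells.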
Eya2 phos inh – qHTS Assay for Inhibitors of the Phosphatase Activity of Eya2 | recombinant Eya2, OMFP fluorescence dephosphorylation (OMFP is methylfluorescein phosphate) | actives 0.006% (n = 330,000) | Potency, µM (highest dose often 76.9 µM), for inactives: at the top dose activity, negative = inhibition, hits mostly inhibitors; also: potency is read from the fitted curve at half-maximal effect; % is scaled to controls: 0 for no effect and ±100 for the full control effect
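Eya2 protein (added as 0.2 uM solution) was preincubated with compound for 10 min at ambient temperature in 50 mM HEPES pH 7.5, 50 mM NaCl, 5 uM MgCl2, 0.05% BSA, 1 mM DTT. OMFP (added at 50 uM) then reacted 10 min; fluorescence read at 485/525 nm.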
* = called active by the depositor; [ ] = remark or other dose. Unless noted, calls follow the shape of the dose curve; as a rule, active = well fitted curve in the direction sought with a large enough effect; inconclusive = small, poorly fitted or top-dose-only effect, or another doubt; inactive = no such curve, though single readings can be large; an effect the other way counts as inactive or inconclusive. An excerpt; count on the stated rates, not on these rows.

For Cc1ccc(Cn2cccc(NC(=O)NCc3ccccc3)c2=O)cc1 the results were Mito fusion yeast -3%, hERG WT inh 3, TRPV1 ag 9, ELG1 DNA repair -21%, A-T KAP1 phos 3%, USP2a block 0%, TCR activator -6%, TSHR antag -20, KCNH2 3.1 inh -4 and Eya2 phos inh 11%.
`CN(C)c1ccc(NC(=S)c2ccccn2)cc1` gave Mito fusion yeast -11%, hERG WT inh -3, TRPV1 ag inconclusive, ELG1 DNA repair inconclusive, A-T KAP1 phos -11%, USP2a block -7%, TCR activator 3%[46.1 µM], TSHR antag 8, KCNH2 3.1 inh 0 and Eya2 phos inh 0%.
For C=CCn1c(=O)c2ccc(C(=O)NCc3ccccc3)cc2n(Cc2ccccc2Cl)c1=O the results were Mito fusion yeast -3%, hERG WT inh -3, TRPV1 ag -1, ELG1 DNA repair 30%, A-T KAP1 phos -1%, USP2a block 3%, TCR activator 0%[46.1 µM], TSHR antag 10, KCNH2 3.1 inh -1 and Eya2 phos inh -7%.
Screening COc1ccc(N(C(C)C(=O)N/N=C/c2cccnc2)S(C)(=O)=O)cc1 (stereo not drawn) returned Mito fusion yeast -1%, hERG WT inh -7, TRPV1 ag 2, ELG1 DNA repair -16%, A-T KAP1 phos 1%, USP2a block 2%, TCR activator -4%, TSHR antag -9, KCNH2 3.1 inh -11 and Eya2 phos inh 7%.
COc1cc(F)ccc1S(=O)(=O)N1CCN(C23CC4CC(CC(C4)C2)C3)CC1 was read as Mito fusion yeast -1%, hERG WT inh 12, TRPV1 ag 14, ELG1 DNA repair -8%, A-T KAP1 phos 0%, USP2a block -4%, TCR activator 4%, TSHR antag 13, KCNH2 3.1 inh -1 and Eya2 phos inh -9%.
For O=C(Cn1cc(C(F)(F)F)cc(Cl)c1=O)Nc1cc(S(=O)(=O)N2CCOCC2)ccc1Cl the results were Mito fusion yeast -3%, hERG WT inh 0, TRPV1 ag -1, ELG1 DNA repair 11%, A-T KAP1 phos -4%, USP2a block -1%, TCR activator -2%[46.1 µM], TSHR antag 2, KCNH2 3.1 inh -8 and Eya2 phos inh -1%.
For CC1CCCCC12NC(=O)N(CC(=O)NCCc1ccc(S(N)(=O)=O)cc1)C2=O (stereo not drawn) the results were Mito fusion yeast 1%, hERG WT inh 19, TRPV1 ag 2, ELG1 DNA repair 12%, A-T KAP1 phos -2%, USP2a block 8%, TCR activator -1%, TSHR antag 9, KCNH2 3.1 inh 2 and Eya2 phos inh -3%.
`ONC(=Nc1ccccc1)c1ccccc1Cl` gave Mito fusion yeast 2%, hERG WT inh -7, TRPV1 ag 3, ELG1 DNA repair -6%, A-T KAP1 phos -1%, USP2a block 1%, TCR activator 4%, TSHR antag 7, KCNH2 3.1 inh 1 and Eya2 phos inh 4%.
`CCOC(=O)C1C(=O)CC(C)(O)C(C(=O)OCC)C1c1ccccc1` (stereo not drawn) gave Mito fusion yeast -5%, hERG WT inh -12, TRPV1 ag -4, ELG1 DNA repair -9%, A-T KAP1 phos 11%, USP2a block -2%, TCR activator -1%[46.1 µM], TSHR antag -11, KCNH2 3.1 inh 14 and Eya2 phos inh -9%.
For CCOc1ccc(S(=O)(=O)N2CCC(C(=O)NCC(=O)Nc3cccc(Cl)c3C)CC2)cc1 the results were Mito fusion yeast 0%, hERG WT inh -2, TRPV1 ag 0, ELG1 DNA repair -10%, A-T KAP1 phos -2%, USP2a block -1%, TCR activator 4%, TSHR antag -1, KCNH2 3.1 inh 1 and Eya2 phos inh 6%.
Screening COc1ccccc1C1SCCN1S(C)(=O)=O (stereo not drawn) returned Mito fusion yeast -2%, hERG WT inh -4, ELG1 DNA repair -1%, A-T KAP1 phos 22%, USP2a block -7%, TCR activator -1%, TSHR antag -8, KCNH2 3.1 inh 7 and Eya2 phos inh 4%.
Screening O=C(CSc1nc2ncc(Br)cc2[nH]1)c1ccc([N+](=O)[O-])cc1 returned Mito fusion yeast 9%, hERG WT inh -10, TRPV1 ag 0, ELG1 DNA repair 4%, A-T KAP1 phos 1%, USP2a block 2%, TCR activator 1%[46.1 µM], TSHR antag -16, KCNH2 3.1 inh -19 and Eya2 phos inh 5%.
Screening COc1ccc(Cl)cc1NC(=O)CN(C)C(=O)c1cc(=O)c2ccccc2o1 returned Mito fusion yeast 0%, hERG WT inh 5, TRPV1 ag 0, ELG1 DNA repair inconclusive, A-T KAP1 phos 1%, USP2a block 3%, TCR activator -3%, TSHR antag -1, KCNH2 3.1 inh -2 and Eya2 phos inh -15%.
`Cn1cnc([N+](=O)[O-])c1Oc1cccc(O)c1` gave Mito fusion yeast -2%, hERG WT inh -6, TRPV1 ag 1, ELG1 DNA repair 6%, A-T KAP1 phos 8%, USP2a block 3%, TCR activator 2%[46.1 µM], TSHR antag 12, KCNH2 3.1 inh 1 and Eya2 phos inh -5%.
Screening O=C(NNC1=NCCCCC1)Nc1cccc(Cl)c1 returned Mito fusion yeast -2%, hERG WT inh 2, TRPV1 ag -2, ELG1 DNA repair inconclusive, A-T KAP1 phos 2%, USP2a block 4%, TCR activator 3%, TSHR antag 9, KCNH2 3.1 inh -5 and Eya2 phos inh 17%.
For CC[C@@]1(C(=O)OC)N[C@H](CN(C)C(=O)COc2ccccc2)[C@@H]2C(=O)N(Cc3ccccc3)C(=O)[C@@H]21 the results were hERG WT inh 7, ELG1 DNA repair 0%, A-T KAP1 phos 21%, USP2a block 1%, TCR activator 2%, TSHR antag 35, KCNH2 3.1 inh -16 and Eya2 phos inh 8%.
`CCOCCCNC(=S)NCCCNc1nc2c(C)cc(C)cc2cc1C#N` gave Mito fusion yeast 0%, hERG WT inh 8, TRPV1 ag 2, ELG1 DNA repair -1%, A-T KAP1 phos 0%[11.5 µM], USP2a block 0%, TCR activator 1%, TSHR antag 13, KCNH2 3.1 inh -5 and Eya2 phos inh -2%.
`Cc1ccc2cc3cc(C(=O)NC4CCCCC4)oc3nc2c1` gave Mito fusion yeast 4%, hERG WT inh 33, TRPV1 ag inconclusive, ELG1 DNA repair inconclusive, A-T KAP1 phos -1%, USP2a block 2%, TCR activator 0%, TSHR antag 4, KCNH2 3.1 inh 19 and Eya2 phos inh -5%.
Screening CCC1=C(c2cc(OC)c(OC)c(OC)c2)C2(CCCC2)C(=O)O1 returned Mito fusion yeast 2%, hERG WT inh -3, TRPV1 ag 1, ELG1 DNA repair inconclusive, A-T KAP1 phos 5%, USP2a block 1%, TCR activator -1%, TSHR antag -6, KCNH2 3.1 inh 4 and Eya2 phos inh 2%.
Screening CC(C)CC(=O)Nc1cccc(-c2nc3ncccc3o2)c1 returned Mito fusion yeast 8%, hERG WT inh -3, TRPV1 ag 4, ELG1 DNA repair 16%, A-T KAP1 phos 4%, USP2a block 3%, TCR activator 1%, TSHR antag 3, KCNH2 3.1 inh 1 and Eya2 phos inh -25%.
`CCN(CC)C(=O)Oc1ccc2c(c1)O/C(=C\c1ccco1)C2=O` gave Mito fusion yeast -7%, hERG WT inh 8, TRPV1 ag 20, ELG1 DNA repair inconclusive, A-T KAP1 phos -9%, USP2a block 4%, TCR activator 1%, TSHR antag 3, KCNH2 3.1 inh 0 and Eya2 phos inh 2%.
`COc1ccc(/C=C(\C#N)C(=O)Nc2cccc(C)n2)cc1` gave Mito fusion yeast -4%, hERG WT inh 3, TRPV1 ag 2, ELG1 DNA repair inconclusive, A-T KAP1 phos 6%, USP2a block -12%, TCR activator 5%, TSHR antag -2, KCNH2 3.1 inh 1 and Eya2 phos inh -4%.

Two compounds picked at random from those above:
`Cc1ccc2cc3cc(C(=O)NC4CCCCC4)oc3nc2c1` gave Mito fusion yeast 4%, hERG WT inh 33, TRPV1 ag inconclusive, ELG1 DNA repair inconclusive, A-T KAP1 phos -1%, USP2a block 2%, TCR activator 0%, TSHR antag 4, KCNH2 3.1 inh 19 and Eya2 phos inh -5%.
`CCN(CC)C(=O)Oc1ccc2c(c1)O/C(=C\c1ccco1)C2=O` gave Mito fusion yeast -7%, hERG WT inh 8, TRPV1 ag 20, ELG1 DNA repair inconclusive, A-T KAP1 phos -9%, USP2a block 4%, TCR activator 1%, TSHR antag 3, KCNH2 3.1 inh 0 and Eya2 phos inh 2%.

Screening data as filed in PubChem BioAssay.
